# V-ATPase pHluor = regulators of yeast V-ATPase proton pumping, primary screen, pHLuorin cytosolic pH fluorescence; S. cerevisiae; response, % at 10 µM; 350,000 tested, 0.37% active; in the data active = response mostly above about 7.3%, no sharp cut-off; inactive = mostly below about 5.4%; note: actives read high; inactives centre near 0; some compounds called inactive have numbers as strong as hits; reference of the scale not given here
# DSG3 Ab inh = inhibitors of pemphigus antibody binding to DSG3, primary screen, biochemical, bead-based, flow cytometry, scFv-GFP; Desmoglein-3 (Homo sapiens), P32926; DSG3-coupled beads, scFv-anti-DSG3-GFP binding; active compounds read low; binding (percent of control), % at 10 µM; 310,000 tested, 0.48% active;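 active = binding more than 3 SD below its plate's average and above zero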;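 note: hits lower antibody fragment binding to DSG3; some compounds called inactive have numbers as strong as hits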
# Wnt act = Wnt/beta-catenin pathway activators, primary screen, cell-based, plate reader, single point; Wnt/beta-catenin reporter cell assay, activator; activation, % at 9.35 µM; 300,000 tested, 1.2% active; AID 743398, 2014; in the data active = activation above about 30%, passing the limit was not always enough;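 note: 0% = neutral control wells and 100% = positive control wells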
# Starred values were filed as active, the others as inactive; x = no result given. Some of the compounds tested, so the mix of outcomes need not match the whole.
SMILES,V-ATPase pHluor,DSG3 Ab inh,Wnt act
COc1ccc(-n2[nH]c3c(cnc4ccccc43)c2=O)cc1,x,x,-0.4
Cc1cc(C)cc(OCC2CNC(=O)O2)c1 (stereo not drawn),-3.6,99.3,-1.8

# Assay outcomes from PubChem BioAssay.
